RGS8-Gao: regulators of human RGS8-Galphao interaction; actives 0.34% (n = 220,000); response (percent of control binding), % at 10 µM; AID 1423; multiplexed bead flow cytometry, RGS8-Galphao binding; actives lie on both sides; P09471; in the data active = response below about 60% or above about 140%; inactive = in between;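 also: Galphao activated as the GDP aluminium fluoride complex binding bead-coupled RGS8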
Bim-Bfl-1: human Bim-Bfl-1 interaction inhibition; Q16548; Bead-based flow cytometry, Bim-Bfl-1 binding inhibition; inhibition, % at 10 µM; actives 0.12% (n = 190,000); AID 1008;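 also: 0% = wells without compound plus tracer and 100% = blocker peptide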
Bim-Bcl-XL: disrupts Bim peptide binding to human Bcl-XL; Q07817; bead flow cytometry, fluorescence; inhibition, % at 10 µM; actives 0.04% (n = 190,000); AID 1007
Bcl-W Bim block: inhibitors of Bim-Bcl-W interaction, human | inhibition, % at 10 µM | actives 0.02% (n = 190,000) | bead-based flow cytometry, Bim peptide-Bcl-W binding | Q92843;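 also: 0% = bound tracer without compound and 100% = peptide blocker; higher means less fluorescent Bim peptide bound to Bcl-W beads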
Bcl-B Bim block: human Bim-Bcl-B interaction inhibition; actives 0.073% (n = 190,000); AID 951; inhibition, % at 10 µM; bead-based flow cytometry, Bim peptide-Bcl-B binding; Q9HD36;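 also: 0% = tracer peptide without compound and 100% = reference inhibitor peptide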
Target sequence (Q9HD36 whole entry, looked up): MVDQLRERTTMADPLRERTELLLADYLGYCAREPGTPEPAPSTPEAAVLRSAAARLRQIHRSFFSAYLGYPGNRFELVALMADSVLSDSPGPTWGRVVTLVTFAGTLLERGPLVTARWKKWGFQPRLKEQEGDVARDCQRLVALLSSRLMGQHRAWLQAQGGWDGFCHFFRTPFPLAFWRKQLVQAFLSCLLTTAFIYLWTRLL
ABCG2 inh: blocks JC-1 efflux by human ABCG2 transporter. Q9UNQ0. IgMXP3 cells, flow cytometry. inhibition, % at 6.6 µM. actives 0.1% (n = 190,000);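 active = inhibition above 80%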;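 also: 0% = DMSO and 100% = nicardipine control wells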
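Test system: IgMXP3 cells (ABCG2) mixed with DDAO far-red-labelled CCRF-Adr cells (ABCB1). Reagent: JC-1 transporter substrate. Compound dosing: single test compound dose, 6.6 µM final. Times: 10 min compound exposure, 25 °C. Detection: flow cytometry of retained JC-1 fluorescence. Read-out basis: efflux inhibition in percent versus controls. Controls: nicardipine and DMSO wells.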
Mcl-1 Bim block: inhibitors of Bim-Mcl-1 interaction, human; inhibition, % at 10 µM; actives 0.1% (n = 190,000); Bead-based flow cytometry, Bim peptide-Mcl-1 binding; AID 1009; Q07820;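 also: 0% = no compound tracer wells and 100% = peptide blocker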
Target sequence (Q07820 whole entry, looked up): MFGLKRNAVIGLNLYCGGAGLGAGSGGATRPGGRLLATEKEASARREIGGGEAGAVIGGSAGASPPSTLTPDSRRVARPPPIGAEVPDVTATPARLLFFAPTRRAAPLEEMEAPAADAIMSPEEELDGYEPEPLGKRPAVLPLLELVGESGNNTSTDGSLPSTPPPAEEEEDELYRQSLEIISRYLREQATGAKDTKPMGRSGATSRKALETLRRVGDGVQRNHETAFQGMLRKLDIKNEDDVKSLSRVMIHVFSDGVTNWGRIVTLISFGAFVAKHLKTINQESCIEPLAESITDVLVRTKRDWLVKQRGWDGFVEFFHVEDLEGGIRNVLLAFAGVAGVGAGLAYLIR
RGS7-Gao: human RGS7-Galphao interaction regulation. Multiplexed bead flow cytometry, RGS7-Galphao binding; actives lie on both sides. AID 1439. P09471. actives 0.35% (n = 220,000). binding response (% of control), % at 10 µM; in the data active = binding response below about 49% or above about 150%; inconclusive = no clear call, values can overlap the other calls; inactive = in between;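 also: fluorescent Galphao held in activated GDP-AlF4 state binding bead-coupled RGS7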
Bcl-2 Bim block: human Bim-Bcl-2 interaction inhibition. inhibition, % at 10 µM. actives 0.06% (n = 190,000). AID 950. P10415. Bead-based flow cytometry, Bim peptide-Bcl-2 binding; in the data active = inhibition above about 40%; inconclusive = no clear call, values can overlap the other calls;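 also: 0% = no compound wells with probe peptide and 100% = reference peptide inhibitor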
Target sequence (P10415 whole entry, looked up): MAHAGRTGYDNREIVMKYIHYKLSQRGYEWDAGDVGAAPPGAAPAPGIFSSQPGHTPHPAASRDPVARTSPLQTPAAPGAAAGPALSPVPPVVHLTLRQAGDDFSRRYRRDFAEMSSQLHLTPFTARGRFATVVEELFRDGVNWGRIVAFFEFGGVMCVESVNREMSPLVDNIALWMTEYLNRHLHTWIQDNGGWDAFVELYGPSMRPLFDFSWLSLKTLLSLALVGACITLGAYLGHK
RGS4-Gao reg: modulates binding of RGS4 to human Galphao | binding response (% of control), % at 10 µM | actives 0.33% (n = 220,000) | Multiplexed bead flow cytometry; actives lie on both sides; in the data active = binding response below about 49% or above about 150%; inactive = in between;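 also: fluorescent Galphao activated with aluminum fluoride binding bead-coupled RGS4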
ABCB1 inh: blocks JC-1 efflux by human ABCB1 transporter; inhibition, % at 6.6 µM; CCRF-Adr cells, flow cytometry; P08183; actives 0.067% (n = 190,000); in the data active = inhibition above about 40%;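 also: 0% = vehicle and 100% = reference inhibitor; higher value means more JC-1 retained so stronger ABCB1 efflux block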
Active calls of the source: *; u = inconclusive. Rule as the data show it, unless noted: active = inhibition above about 40%.

Field names – A = RGS8-Gao; B = Bim-Bfl-1; C = Bim-Bcl-XL; D = Bcl-W Bim block; E = Bcl-B Bim block; F = ABCG2 inh; G = Mcl-1 Bim block; H = RGS7-Gao; I = Bcl-2 Bim block; J = RGS4-Gao reg; K = ABCB1 inh
Cc1cccc(NC(=O)CN2C(=O)N/C(=C/c3cc(C)n(-c4ccncc4)c3C)C2=O)c1
  A: 109; B: -1; C: -1; D: -7; E: -8; F: 0; G: -3; H: 103; I: -4; J: 102; K: -0.1
O=C(Cc1cccs1)Nc1nnc(SCC(=O)N2CCCCC2)s1
  A: 120; B: -1; C: -1; D: -4; E: 0; F: 9; G: -3; H: 107; I: 2; J: 106; K: 0.7
Cc1nn(-c2ccccc2)c(C)c1NC(=O)Cc1cccs1
  A: 68; B: 0; C: 0; D: 0; E: -4; F: 25; G: -2; H: 55; I: 2; J: 56; K: 2.8
CCN1CCN(CCNC(=O)C2CCN(Cc3nc(-c4ccc(Cl)cc4)oc3C)CC2)CC1
  A: 103; B: -9; C: -9; D: -9; E: -11; F: 2; G: -2; H: 106; I: -6; J: 106; K: 0.4
Cc1cc(NC(=O)c2ccc(F)cc2)n(-c2ccccn2)n1
  A: 105; B: -1; C: 2; D: 1; E: -2; F: 11; G: -1; H: 101; I: -1; J: 104; K: 1.5
CC1=C(C(=O)Nc2ccccc2)C(c2ccccc2)N2C(=O)CSC2=N1 (stereo not drawn)
  A: 101; B: -1; C: 0; D: 1; E: -1; F: 3; G: -1; H: 100; I: 0; J: 98; K: 2.4
Cc1ccc(P(=O)(CO)c2ccc(C)cc2)cc1
  A: 89; B: -7; C: 0; D: 7; E: -4; F: 0; G: -1; H: 85; I: -3; J: 87; K: 0.1
CCC(C)C(=O)Nc1ccc([N+](=O)[O-])cc1OC (stereo not drawn)
  A: 102; B: 2; C: -4; D: 0; E: -5; F: 3; G: -1; H: 101; I: 0; J: 99; K: 0.2
O=C(NCCc1c[nH]c2ccccc12)c1cnc2n(c1=O)CCS2
  A: 99; B: -9; C: -10; D: -6; E: -10; F: 18; G: -2; H: 99; I: -6; J: 100; K: 0.8
Fc1ccc(C(c2nnnn2C2CCCCC2)N2CCCC2)cc1 (stereo not drawn)
  A: 101; B: 0; C: 0; D: 4; E: 0; F: 1; G: 3; H: 105; I: 0; J: 101; K: 0.8
CCC(C)[C@H](NC(=O)CCn1nnc2ccccc2c1=O)C(=O)O (stereo partly drawn)
  A: 102; B: -2; C: -2; D: -2; E: -4; F: 2; G: -3; H: 101; I: -2; J: 99; K: 0.8
CC1=C(C(=O)OCc2ccccc2)C(c2ccc(Cl)cc2)NC(=O)N1CCCCCC(=O)O (stereo not drawn)
  A: 102; B: 1; C: -5; D: -2; E: -2; F: 9; G: -2; H: 105; I: -2; J: 101; K: 1.5
Nc1n[nH]c2cc(=O)n(-c3ccc(Cl)cc3)nc12
  A: 100; B: -1; C: 1; D: 2; E: 0; F: 2; G: 1; H: 100; I: 0; J: 102; K: 1.3
O=C(NNc1ccc(C(F)(F)F)cc1[N+](=O)[O-])c1ccc(NS(=O)(=O)c2ccc(F)cc2)cc1
  A: 99; B: 0; C: -2; D: -1; E: -8; F: -10; G: 0; H: 101; I: 0; J: 96; K: -1.2
Cc1cc(-c2ccccc2N)n[nH]1
  A: 99; B: -5; C: 0; D: 0; E: 0; F: -2; G: 2; H: 93; I: 0; J: 92; K: -5.5
COC(=O)Oc1ccc(/C=C/C(=O)OC(C)C)cc1OC(=O)OC
  A: 99; B: -9; C: -8; D: -3; E: -8; F: 0; G: 0; H: 97; I: -6; J: 96; K: 0.0
COc1ccc(C2=NOC3(CC(=O)N(c4ccc(Cl)cc4)C3=O)C2)c(OC)c1 (stereo not drawn)
  A: 91; B: 6; C: 0; D: 0; E: 2; F: 6; G: 0; H: 98; I: 4; J: 97; K: 1.1
COCCCNC(=S)NCCCNc1nc2cc3c(cc2cc1C#N)OCO3
  A: 97; B: -2; C: -3; D: -4; E: -7; F: 2; G: -2; H: 100; I: -3; J: 95; K: 0.4
FC(F)Sc1ccc(N=C2NN=C(c3ccc4c(c3)OCCO4)CS2)cc1
  A: 95; B: -2; C: -2; D: -1; E: -2; F: -6; G: -2; H: 96; I: -2; J: 91; K: -7.0
CN(C)C(=O)c1ccccc1-c1ccccc1
  A: 101; B: -1; C: -3; D: -2; E: -1; F: 1; G: 0; H: 102; I: -3; J: 99; K: 0.3
Clc1ccc(-c2nc(Cc3ccccc3Cl)no2)cc1
  A: 99; B: 0; C: -2; D: 0; E: -2; F: 1; G: -2; H: 101; I: -2; J: 100; K: 0.3
Cc1ccc(Nc2nc(N)nc(-c3oc4ccccc4c3C)n2)cc1
  A: 99; B: -7; C: 0; D: 0; E: -6; F: 10; G: -2; H: 100; I: -12; J: 99; K: 0.2
CCOC(=O)CN1N=C(/C=C/c2ccc(OC)cc2)CCC1=O
  A: 99; B: -5; C: 0; D: 2; E: -4; F: 14; G: 2; H: 94; I: -5; J: 97; K: 1.1
O=C(COC(=O)C1Cc2ccccc2CN1C(=O)c1ccccc1)Nc1ccc(SC(F)F)cc1 (stereo not drawn)
  A: 102; B: -5; C: -4; D: -4; E: -6; F: 0; G: -2; H: 95; I: -8; J: 97; K: -0.1
Cc1cccn2c(CN(C)C3CCOC3)c(C(=O)N3CCCCC3)nc12 (stereo not drawn)
  A: 102; B: -2; C: 2; D: 2; E: -1; F: 2; G: 3; H: 104; I: 4; J: 101; K: 1.0
Cc1ccccc1C(=O)NNC(=O)CSc1nc(-c2ccccc2)cc(=O)[nH]1
  A: 97; B: -5; C: 1; D: 1; E: -1; F: 3; G: 2; H: u; I: 1; J: 96; K: 0.5
N#Cc1ccc(N2Cc3ccccc3C2=NC(=O)c2cccnc2Cl)cc1
  A: 103; B: 1; C: -6; D: 0; E: -3; F: 0; G: 0; H: 100; I: 0; J: 102; K: 0.1
CC(=O)c1cnn(-c2cc(Oc3ccc(F)cc3)ncn2)c1C
  A: 97; B: -15; C: -26; D: -2; E: -10; F: 6; G: -3; H: 92; I: -8; J: 96; K: 0.4
CCc1cc2ccc(OC)cc2nc1SCC(=O)Nc1cc(C)on1
  A: 99; B: 0; C: -9; D: -2; E: 0; F: 3; G: 0; H: 98; I: -1; J: 99; K: 0.5
CCCCn1c(NC(=S)Nc2ccccc2)nc2ccccc21
  A: 100; B: 0; C: -5; D: 0; E: 0; F: -5; G: 0; H: 102; I: 1; J: 101; K: -0.6
O=C(COC(=O)c1ccc2[nH]c3c(c2c1)CCCC3)NC1CCS(=O)(=O)C1 (stereo not drawn)
  A: 106; B: -4; C: 2; D: 3; E: -10; F: 0; G: 1; H: 97; I: 1; J: 100; K: 0.0
CNC(=O)c1cc(C(=O)c2c(Cl)cccc2Cl)c[nH]1
  A: 100; B: -4; C: 0; D: 0; E: -3; F: 3; G: -1; H: u; I: 0; J: 102; K: 0.1
Cc1ccc(S(=O)(=O)N2CCN(S(C)(=O)=O)C2)cc1
  A: 100; B: -1; C: 2; D: 1; E: 3; F: 4; G: 1; H: 100; I: -1; J: 101; K: 1.2
CC(=O)OCC(=O)[C@H]1CC[C@H]2[C@@H]3CC=C4C[C@@H](O)CC[C@]4(C)[C@H]3CC[C@]12C
  A: 99; B: -2; C: -4; D: -3; E: -7; F: 7; G: -5; H: 102; I: 1; J: 103; K: 1.0
COC(C(=O)NCc1ccc(C)cc1)c1ccccc1 (stereo not drawn)
  A: 102; B: -9; C: -1; D: -2; E: -3; F: 1; G: 1; H: 99; I: -3; J: 100; K: 0.6
O=C(CC(Nc1ccc(F)cc1)C(=O)OCC(=O)c1cccs1)c1ccccc1 (stereo not drawn)
  A: 95; B: -8; C: -10; D: -7; E: -8; F: 1; G: -8; H: 97; I: -7; J: 92; K: 0.4
CCOC(=O)CSc1ccc(S(=O)(=O)N2CCC(C)CC2)cc1[N+](=O)[O-]
  A: 110; B: 1; C: -3; D: -1; E: -3; F: 1; G: 0; H: 110; I: 1; J: 110; K: 0.7
Cc1oc2ccc(OS(C)(=O)=O)cc2c1C(=O)OC(C)C
  A: 100; B: -5; C: -4; D: -3; E: -5; F: 12; G: -2; H: 100; I: -4; J: 103; K: 0.9
COc1ccc2cc([C@H](C)C(=O)O)ccc2c1
  A: 102; B: -4; C: -1; D: -3; E: -8; F: 0; G: -6; H: 101; I: 0; J: 103; K: -0.1
O=C(CCn1c(=O)c2sccc2n(CC(=O)NCc2ccco2)c1=O)NCc1ccccc1
  A: 99; B: -2; C: -3; D: 0; E: -4; F: 0; G: 0; H: 101; I: 1; J: 99; K: 0.1

Limited to RGS4-Gao reg (6 entries from above):
smiles	RGS4-Gao reg
COC(C(=O)NCc1ccc(C)cc1)c1ccccc1 (stereo not drawn)	100
O=C(CC(Nc1ccc(F)cc1)C(=O)OCC(=O)c1cccs1)c1ccccc1 (stereo not drawn)	92
CCOC(=O)CSc1ccc(S(=O)(=O)N2CCC(C)CC2)cc1[N+](=O)[O-]	110
Cc1oc2ccc(OS(C)(=O)=O)cc2c1C(=O)OC(C)C	103
COc1ccc2cc([C@H](C)C(=O)O)ccc2c1	103
O=C(CCn1c(=O)c2sccc2n(CC(=O)NCc2ccco2)c1=O)NCc1ccccc1	99

Three structures already listed, sorted by heavy-atom count, highest first:
Field names – A = RGS8-Gao; B = Bim-Bfl-1; C = Bim-Bcl-XL; D = Bcl-W Bim block; E = Bcl-B Bim block; F = ABCG2 inh; G = Mcl-1 Bim block; H = RGS7-Gao; I = Bcl-2 Bim block; J = RGS4-Gao reg; K = ABCB1 inh
O=C(CCn1c(=O)c2sccc2n(CC(=O)NCc2ccco2)c1=O)NCc1ccccc1
  A: 99; B: -2; C: -3; D: 0; E: -4; F: 0; G: 0; H: 101; I: 1; J: 99; K: 0.1
N#Cc1ccc(N2Cc3ccccc3C2=NC(=O)c2cccnc2Cl)cc1
  A: 103; B: 1; C: -6; D: 0; E: -3; F: 0; G: 0; H: 100; I: 0; J: 102; K: 0.1
CCCCn1c(NC(=S)Nc2ccccc2)nc2ccccc21
  A: 100; B: 0; C: -5; D: 0; E: 0; F: -5; G: 0; H: 102; I: 1; J: 101; K: -0.6
